# From PubChem
# ARFGAP1 inhibitor = inhibits rat ARF GTPase activating protein 1; inhibition, % at 16.5 µM; 0.26% of 360,000 active; Q62848; Arfgap1-stimulated ARF1 GTP hydrolysis, GDP FP detection;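 active = inhibition above a per-plate limit, mean inhibition of low control wells plus 3 SD, cut at about 25% in these data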;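 note: 0% = DMSO wells with enzyme and 100% = wells lacking Arfgap1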
#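 Material – truncated rat Arfgap1 GAP domain · Buffer or medium – HEPES-based buffer, pH 7.5 · Reagent – human ARF1(Δ1-17)-GTP substrate · Dosing – 16.5 µM single point, 1.26% DMSO · Schedule – GTP hydrolysis reaction 2 h at 25 °C · Technique – GDP detection by fluorescence polarization · Benchmarks – No-Arfgap1 wells (100%) versus DMSO full-reaction wells (0%) · Repeats – single replicate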
# ADAM17 inh = inhibits human ADAM17; P78536; recombinant ADAM17, EDANS/DABCYL FRET peptide cleavage; inhibition, % at 6.95 µM; 0.83% of 370,000 active;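 active = inhibition above the mean of compounds lying between control limits plus 3 SD, set per campaign, cut at about 8.5% in these data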;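 note: 0% = DMSO-only wells as the low control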
# PLC-gamma1 inh = inhibitors of human phospholipase C gamma1; P19174; purified PLC-gamma1, fluorogenic substrate, fluorescence; inhibition, % at 12.2 µM; 0.84% of 370,000 active; in the data active = inhibition above about 9.5%
# DDE Tn7 FP inh = DD(E)-Tn7 binding inhibition, primary FP screen; FP displacement of FITC-Tn7 peptide from fibrin DD(E); 0% = median of compound wells per plate; 0.13% of 370,000 active; inhibition, % at 8.3 µM; P02675;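 active = inhibition above the mean of compounds falling within the control limits plus 3 SD of them, cut at about 14% in these data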;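 note: 0% = plate median of compound wells and 100% = 10 µM Aha-Tn7 peptide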
# Target sequence (P02675 whole entry, looked up): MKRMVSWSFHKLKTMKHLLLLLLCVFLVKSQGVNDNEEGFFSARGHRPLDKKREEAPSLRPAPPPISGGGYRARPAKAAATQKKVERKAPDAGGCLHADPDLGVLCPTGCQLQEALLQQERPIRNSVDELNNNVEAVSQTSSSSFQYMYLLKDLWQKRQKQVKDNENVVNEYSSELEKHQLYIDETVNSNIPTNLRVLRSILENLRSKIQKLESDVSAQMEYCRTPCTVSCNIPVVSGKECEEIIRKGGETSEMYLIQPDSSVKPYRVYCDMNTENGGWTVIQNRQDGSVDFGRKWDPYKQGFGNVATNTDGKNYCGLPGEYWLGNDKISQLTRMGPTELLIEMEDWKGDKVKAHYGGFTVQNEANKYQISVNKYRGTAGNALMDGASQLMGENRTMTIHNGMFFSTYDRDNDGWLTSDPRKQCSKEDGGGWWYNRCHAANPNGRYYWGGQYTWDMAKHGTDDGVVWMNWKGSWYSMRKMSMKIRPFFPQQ
#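 assay system = human clot-derived fibrin DD(E) complex | quantity = Fibrin-DD(E) at 2 µM final | timing = 10 min preincubation, 3 h with tracer, room temperature | signal = fluorescence polarization | measure = percent inhibition | benchmarks = high control wells with 10 µM unlabelled Aha-Tn7 peptide (full inhibition) | replicates = singlicate testing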
# PLCb3 inh = PLC-beta3 (human) inhibition, primary screen. AID 720704. inhibition, % at 12.2 µM. Q01970. 0.18% of 370,000 active. Purified PLC-beta3, fluorogenic substrate, fluorescence; in the data active = inhibition above about 11%;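 note: 0% = median of compound wells on plate and 100% = full blocker control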
# SIAE inh = human SIAE inhibition, primary screen. Q9HAT2. AID 1053197. 0.69% of 370,000 active. SIAE FP-Rh probe binding, fluorescence polarization. inhibition, % at 9.66 µM;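 active = inhibition above a cutoff: mean of compounds within the control limits plus 3 SD of those, cut at about 17% in these data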;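 note: 0% = plate median of compound wells and 100% = probe without SIAE protein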
# Tn6 DDE FP = DD(E)-Tn6 binding inhibition, primary FP screen; P02675; Fibrin DD(E) TRITC-Tn6 fluorescence polarization displacement; inhibition, % at 8.3 µM; 0.21% of 370,000 active;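 active = inhibition above a per-campaign cutoff: mean of compounds within control limits plus 3 SD, cut at about 15% in these data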;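 note: 0% = median of all compound wells on the plate and 100% = blocking peptide control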
# ASAP1 GAP inh = blocks human ASAP1-stimulated Arf1 GTP hydrolysis; GDP FP detection; inhibition, % at 16.5 µM; 0.19% of 360,000 active; in the data active = inhibition above about 25%;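 note: 0% = vehicle with enzyme and substrate and 100% = no enzyme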
# TDP2 inh = blocks human TDP2 phosphodiesterase activity; O95551; recombinant TDP2, T5PNP hydrolysis, p-nitrophenol absorbance 415 nm; inhibition, % at 12.8 µM; 0.34% of 370,000 active;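 active = inhibition above the mean of all tested compounds plus 3 SD, set per campaign, cut at about 25% in these data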;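 note: 0% = DMSO with enzyme and 100% = buffer with substrate but no TDP2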
#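 Material: recombinant human TDP2; quantity: TDP2 enzyme at 120 nM final; medium: Tris-HCl pH 7.5 with MgCl2; compound: single concentration, 12.8 µM nominal, with 1% DMSO; incubation: 2 h enzyme incubation at 37 °C; signal: epi absorbance; measure: percent inhibition; benchmarks: high control without enzyme, low control DMSO plus TDP2; repeats: singlicate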
# ADAM10 inh = ADAM10 inhibition, QFRET primary screen; O14672; recombinant ADAM10, EDANS/DABCYL FRET peptide cleavage, 3 h; inhibition, % at 7 µM; 0.62% of 370,000 active;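 active = inhibition above a per-campaign cutoff equal to the mean of compounds falling between control-based bounds plus 3 SD, cut at about 20% in these data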;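 note: 0% = DMSO wells while the 100% control is not disclosed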
# Target sequence (O14672 214-748 limits assumed): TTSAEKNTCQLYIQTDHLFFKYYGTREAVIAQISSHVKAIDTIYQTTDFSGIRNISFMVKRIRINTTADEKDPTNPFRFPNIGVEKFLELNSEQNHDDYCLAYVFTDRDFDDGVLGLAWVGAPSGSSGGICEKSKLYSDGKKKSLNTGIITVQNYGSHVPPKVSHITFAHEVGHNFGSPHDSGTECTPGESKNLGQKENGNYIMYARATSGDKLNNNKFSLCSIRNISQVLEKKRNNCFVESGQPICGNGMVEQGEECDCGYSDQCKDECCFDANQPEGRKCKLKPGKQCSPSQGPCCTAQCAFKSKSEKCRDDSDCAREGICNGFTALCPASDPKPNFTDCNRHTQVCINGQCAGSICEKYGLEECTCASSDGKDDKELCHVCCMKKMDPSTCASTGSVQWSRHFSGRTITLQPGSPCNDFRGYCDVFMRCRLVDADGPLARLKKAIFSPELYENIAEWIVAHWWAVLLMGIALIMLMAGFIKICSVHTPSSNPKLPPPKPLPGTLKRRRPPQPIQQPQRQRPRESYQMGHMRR
# Active calls of the source: *; i = inactive. No enrichment for hits; any-hit rate near 3.6%.
1: COc1ccc(OCc2nc3ccc(S(=O)(=O)Nc4ccccc4Cl)cc3[nH]2)cc1
2: O=C(Nc1ccccc1)c1cccc(S(=O)(=O)Nc2ccccn2)c1
3: COC(=O)c1ccc(/C=C/C(=O)O)cc1
4: CCOc1ccccc1NC1c2ccccc2C(=O)N1c1cccnc1 (stereo not given)
5: Cc1cc(=O)oc2cc(OC(=O)c3ccccc3)ccc12
6: O=C(CCl)Nc1ccccc1Sc1ccc(Cl)cc1
screen / no.	1	2	3	4	5	6
ARFGAP1 inhibitor	10	0	-8	-1	-8	6
ADAM17 inh	-2	-3	-3	-3	-297	5
PLC-gamma1 inh	-27	-2	0	-3	-308	1
DDE Tn7 FP inh	-1	-8	6	-1	5	-5
PLCb3 inh	-36	2	-3	-60	-364	2
SIAE inh	-14	1	-5	1	-8	-5
Tn6 DDE FP	-11	1	2	2	0	5
ASAP1 GAP inh	14	-20	6	3	-7	10
TDP2 inh	-11	4	0	11	-3	-7
ADAM10 inh	-6	-12	2	-7	i	1

# Quoted from the entries so far (2 entries):
1: COc1ccc(OCc2nc3ccc(S(=O)(=O)Nc4ccccc4Cl)cc3[nH]2)cc1
2: O=C(Nc1ccccc1)c1cccc(S(=O)(=O)Nc2ccccn2)c1
screen / no.	1	2
ARFGAP1 inhibitor	10	0
ADAM17 inh	-2	-3
PLC-gamma1 inh	-27	-2
DDE Tn7 FP inh	-1	-8
PLCb3 inh	-36	2
SIAE inh	-14	1
Tn6 DDE FP	-11	1
ASAP1 GAP inh	14	-20
TDP2 inh	-11	4
ADAM10 inh	-6	-12

# The list goes on:
7: O=C(COc1ccc(F)cc1)c1c(O)cc(O)cc1O
8: CCN(CC)c1nc2ccccc2nc1C(C#N)C(=O)NCCc1ccccc1 (stereo not given)
9: O=[N+]([O-])c1cccc(-c2ccc(C(=S)N3CCOCC3)o2)c1
10: COC(=O)C1CSC2c3ccccc3C(=O)N12 (stereo not given)
11: CCCCn1c(N)c(N(CCC(C)C)C(=O)C2CCCO2)c(=O)[nH]c1=O (stereo not given)
12: CC(C)(C)N1C(=O)[C@H]2[C@@H](c3ccc(Br)cc3)N3C(=O)N(c4cccc(Cl)c4)C(=O)[C@@]3(C)[C@H]2C1=O
screen / no.	7	8	9	10	11	12
ARFGAP1 inhibitor	-18	-6	0	-2	11	-4
ADAM17 inh	-1	-5	3	3	-3	10*
PLC-gamma1 inh	4	-34	3	5	7	0
DDE Tn7 FP inh	-1	1	6	-4	-2	-3
PLCb3 inh	4	-41	2	-1	-2	7
SIAE inh	0	5	2	-3	4	-10
Tn6 DDE FP	-1	5	1	-1	-3	-6
ASAP1 GAP inh	1	0	4	-3	6	-9
TDP2 inh	-13	1	-4	-22	-5	-15
ADAM10 inh	11	-39	8	1	-2	34*

# Sorted by heavy-atom count (descending): part of the list above
8: CCN(CC)c1nc2ccccc2nc1C(C#N)C(=O)NCCc1ccccc1 (stereo not given)
11: CCCCn1c(N)c(N(CCC(C)C)C(=O)C2CCCO2)c(=O)[nH]c1=O (stereo not given)
9: O=[N+]([O-])c1cccc(-c2ccc(C(=S)N3CCOCC3)o2)c1
6: O=C(CCl)Nc1ccccc1Sc1ccc(Cl)cc1
screen / no.	8	11	9	6
ARFGAP1 inhibitor	-6	11	0	6
ADAM17 inh	-5	-3	3	5
PLC-gamma1 inh	-34	7	3	1
DDE Tn7 FP inh	1	-2	6	-5
PLCb3 inh	-41	-2	2	2
SIAE inh	5	4	2	-5
Tn6 DDE FP	5	-3	1	5
ASAP1 GAP inh	0	6	4	10
TDP2 inh	1	-5	-4	-7
ADAM10 inh	-39	-2	8	1

# Continuation.
13: O=C(Nc1cccnc1)C1Cc2c(-c3cccc(F)c3)ccnc2O1 (stereo not given)
14: CCOCCCNC(=O)CCc1nnc2n(CCC(C)C)c(=O)c3ccccc3n12
15: NC(=O)COc1ccc(/C=N/NS(=O)(=O)c2ccccc2)cc1
16: O=C(CCSc1ccc(Cl)c(Cl)c1)NC12CC3CC(CC(C3)C1)C2
17: CCOC(=O)c1c(-c2ccc(C)cc2)csc1NC(=O)C1CCCO1 (stereo not given)
18: CC(C)OCCCNC(=O)CCN1C(=O)COc2ccccc21
screen / no.	13	14	15	16	17	18
ARFGAP1 inhibitor	-5	7	3	-9	-6	11
ADAM17 inh	-1	-1	0	6	-1	-2
PLC-gamma1 inh	-1	2	0	2	-3	3
DDE Tn7 FP inh	-10	-4	-8	-7	8	-7
PLCb3 inh	2	-6	4	5	1	3
SIAE inh	1	-1	-1	1	-13	-6
Tn6 DDE FP	-7	0	5	1	2	-3
ASAP1 GAP inh	-13	0	0	7	-3	-3
TDP2 inh	-8	3	4	3	6	-2
ADAM10 inh	-3	-7	9	11	3	-8

19: CC(C)[C@H](NC(=O)NC1CCCc2ccccc21)C(=O)O (stereo not given in full)
20: CN(CC(=O)Nc1ccc(F)c(F)c1F)C(=O)c1ccc(-n2cncn2)cc1
21: CCOc1ccccc1CNc1ccc(O)cc1
22: COC(=O)c1ccc(NC(=S)NCCc2ccccc2)cc1
23: O=C(O)c1cccc(NS(=O)(=O)c2cc(S(=O)(=O)c3ccc(Cl)cc3)ccc2Cl)c1
24: CC(C(=O)Nc1ccc(C#N)cc1)N(C)CC(=O)Nc1ccccc1Br (stereo not given)
screen / no.	19	20	21	22	23	24
ARFGAP1 inhibitor	5	-6	1	0	-1	1
ADAM17 inh	-4	3	-1	5	-5	-5
PLC-gamma1 inh	-1	1	-17	5	5	1
DDE Tn7 FP inh	-5	-8	4	3	0	3
PLCb3 inh	-2	3	-23	-1	-8	-6
SIAE inh	2	0	34*	-6	-4	-3
Tn6 DDE FP	3	-2	3	-1	-6	-4
ASAP1 GAP inh	2	-3	-11	15	6	-4
TDP2 inh	4	-2	26*	-8	-23	-7
ADAM10 inh	-3	7	-9	0	4	-2

25: Cc1ccc(C2=NOC(=O)/C2=C\c2ccccc2)cc1
26: CCOc1ccccc1-c1nc(-c2ccc(C)nc2OC)no1
27: O=C(NNC(=O)c1ccc[nH]1)c1cc(Cl)cc(Cl)c1
28: Cc1ccc2c(c1)c1c(n2CC(O)CNC2CCCC2)CCCC1 (stereo not given)
29: COc1ccccc1OCC(O)Cn1nc(C)cc1C (stereo not given)
30: CCOc1ncccc1C(=O)NNC(=O)c1ccc(NS(=O)(=O)c2cccs2)cc1
screen / no.	25	26	27	28	29	30
ARFGAP1 inhibitor	-2	-7	-1	6	14	4
ADAM17 inh	-2	1	-3	-3	-6	-2
PLC-gamma1 inh	-5	7	0	3	0	-2
DDE Tn7 FP inh	2	-8	5	1	-10	4
PLCb3 inh	-10	5	-10	-5	2	-6
SIAE inh	3	-6	2	1	2	15
Tn6 DDE FP	-12	3	-10	-6	0	1
ASAP1 GAP inh	-9	11	-3	3	10	-14
TDP2 inh	-7	-8	4	-11	7	9
ADAM10 inh	-2	3	-7	-6	-1	-2

31: Cc1c(N(C)S(=O)(=O)c2ccc(Cl)c(C(=O)NCC(C)(C)N3CCOCC3)c2)c(=O)n(-c2ccccc2)n1C
32: O=C(CCCN1CCC(O)(c2ccc(Cl)cc2)CC1)c1ccc(F)cc1
33: CCOC(=O)c1c(N)nn(C(C)=O)c1-c1ccccc1
34: COc1ccccc1-n1cnnc1SCC(=O)Nc1ncc(Cl)cc1Cl
35: COc1ccc(CNC(=O)CN(C(=O)c2csnn2)c2cccc3c2CCCC3)cc1
36: COc1cc(/C=C/c2[nH]c(=O)[nH]c(=O)c2[N+](=O)[O-])cc([N+](=O)[O-])c1O
screen / no.	31	32	33	34	35	36
ARFGAP1 inhibitor	0	14	-8	1	7	0
ADAM17 inh	-4	-1	0	-4	1	1
PLC-gamma1 inh	6	0	6	-3	4	4
DDE Tn7 FP inh	3	-9	-8	-3	-10	-4
PLCb3 inh	-11	2	2	0	-2	-3
SIAE inh	1	-3	7	1	17	-22
Tn6 DDE FP	0	-2	8	2	4	-6
ASAP1 GAP inh	2	12	-12	-6	2	6
TDP2 inh	-6	5	-6	1	-4	31*
ADAM10 inh	-11	4	2	-11	6	8

37: C1CCCC(N2CCNCC2)CC1
38: CC(C)CN1CC(C)C(=O)NC1=S (stereo not given)
39: CCOc1cc(C(=O)OCC(=O)c2c(N)n(C)c(=O)n(C)c2=O)cc(OCC)c1OCC
40: O=C(COC(=O)C1COc2ccccc2O1)Nc1ccc(Cl)cc1 (stereo not given)
41: CN(C)C(=O)c1ccc(SC(=S)NCc2ccccc2)cc1
42: Cc1cccc(CCNc2nc3ccc(C)cc3n3cnnc23)c1
screen / no.	37	38	39	40	41	42
ARFGAP1 inhibitor	7	7	1	-8	1	4
ADAM17 inh	-1	1	4	0	-2	-1
PLC-gamma1 inh	-145	-1	-4	-1	2	0
DDE Tn7 FP inh	-3	2	1	4	8	-5
PLCb3 inh	2	5	-1	0	2	0
SIAE inh	-1	-2	-1	-7	-1	-3
Tn6 DDE FP	-3	-2	-3	-3	6	3
ASAP1 GAP inh	-11	9	1	-5	-16	-4
TDP2 inh	-3	0	-14	-6	-7	5
ADAM10 inh	4	-9	11	10	-9	-9

43: CC1(C(=O)Oc2ccccc2)Cc2ccccc2C(=O)O1 (stereo not given)
44: C=CCn1c(SCCN2CCOCC2)nc2c1c(=O)[nH]c(=O)n2C
45: C=CCN(c1ccccc1)S(=O)(=O)c1ccc(Cl)c(C(=O)OCC(=O)c2[nH]c(C)c(C(C)=O)c2C)c1
46: CSc1ccccc1C(=O)NCCSC(C)(C)C
47: CCOc1ccc(NC(C)=O)cc1N
48: Cc1nc2c(-c3ccc(F)cc3)cnn2c2c1CCC2
screen / no.	43	44	45	46	47	48
ARFGAP1 inhibitor	3	-1	-4	-3	1	3
ADAM17 inh	0	1	-3	-3	-5	-1
PLC-gamma1 inh	2	4	-3	0	-6	-42
DDE Tn7 FP inh	-1	-5	2	6	9	-2
PLCb3 inh	-3	5	-3	2	-6	-59
SIAE inh	10	-2	-7	-8	-1	-3
Tn6 DDE FP	0	7	-11	-1	1	-8
ASAP1 GAP inh	7	-6	10	7	1	-8
TDP2 inh	1	0	-2	-12	6	-2
ADAM10 inh	1	-2	-9	-3	-15	1

49: Cc1nc(-c2ccccn2)sc1C(=O)Nc1ccc(F)cc1F
50: Cc1c(S(=O)(=O)NC2CCCCCC2)c(=O)n(C)c(=O)n1C
51: CCC(C)Oc1nc2ccccc2nc1NS(=O)(=O)c1ccccc1 (stereo not given)
52: O=C(NCC1CC1)Nc1ccc(Cl)cc1
screen / no.	49	50	51	52
ARFGAP1 inhibitor	-2	-4	-10	0
ADAM17 inh	-3	3	-3	-5
PLC-gamma1 inh	2	2	0	0
DDE Tn7 FP inh	-3	-9	3	-5
PLCb3 inh	3	3	0	-3
SIAE inh	-7	-17	0	-3
Tn6 DDE FP	8	-3	4	-8
ASAP1 GAP inh	-2	-10	-2	-8
TDP2 inh	-2	-15	9	3
ADAM10 inh	-4	15	-1	-4
